KCNQ1 act – potentiates or activates the human KCNQ1 potassium channel | CHO-K1 KCNQ1, thallium flux FluxOR fluorescence; hits give high values | B-score at 10 µM | P51787 | actives 0.35% (n = 310,000);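 active = fluorescence ratio B-score, a plate-corrected score, at least three library SD, with initial intensity B-score within 5 SD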
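Assay system: stable KCNQ1 CHO-K1 line; medium: assay buffer, equal DMSO in all wells; timing: 90 min dye loading and 20 min compound exposure, both at room temperature; technique: kinetic FluxOR thallium fluorescence, 10-s 1-Hz baseline, 110-s post-stimulus read; read-out basis: B score of baseline-normalized fluorescence ratio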
TRPC4 act – opens the mouse TRPC4 cation channel; B-score at 10 µM; actives 0.49% (n = 310,000); HEK293 TRPC4beta/mu-opioid, Fluo4 calcium fluorescence; hits give high values; Q9QUQ5;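 active = B-score above 5 SD of library B-scores, and initial fluorescence ratio not above library mean plus 5 SD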;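 also: positive B-score marks a calcium rise read as TRPC4 activation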
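Incubation: 45 min room-temperature Fluo4 loading, 110 s read / System: HEK293 cells stably co-expressing mouse TRPC4beta and mu-opioid receptor / Signal: Fluo4 fluorescence, kinetic / Control set: buffer (low) and maximal DAMGO (high) / Measure: integrated baseline-normalised fluorescence ratio, converted to per-well B score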
hERG protect – compounds protecting human hERG from proarrhythmic drug block. activation (rescue from dofetilide block), less the hit threshold, % at 10 µM. CHO-hERG, FluxOR thallium flux, dofetilide IC70 present. actives 0.51% (n = 310,000);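 active = activation above the mean of controls blocked by dofetilide plus 5 SD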;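 also: thallium influx through hERG after potassium depolarization seen as dye fluorescence rise; in these data hits start at about 4.7%; inactives centre near -7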
Target sequence (Q12809 whole entry, looked up): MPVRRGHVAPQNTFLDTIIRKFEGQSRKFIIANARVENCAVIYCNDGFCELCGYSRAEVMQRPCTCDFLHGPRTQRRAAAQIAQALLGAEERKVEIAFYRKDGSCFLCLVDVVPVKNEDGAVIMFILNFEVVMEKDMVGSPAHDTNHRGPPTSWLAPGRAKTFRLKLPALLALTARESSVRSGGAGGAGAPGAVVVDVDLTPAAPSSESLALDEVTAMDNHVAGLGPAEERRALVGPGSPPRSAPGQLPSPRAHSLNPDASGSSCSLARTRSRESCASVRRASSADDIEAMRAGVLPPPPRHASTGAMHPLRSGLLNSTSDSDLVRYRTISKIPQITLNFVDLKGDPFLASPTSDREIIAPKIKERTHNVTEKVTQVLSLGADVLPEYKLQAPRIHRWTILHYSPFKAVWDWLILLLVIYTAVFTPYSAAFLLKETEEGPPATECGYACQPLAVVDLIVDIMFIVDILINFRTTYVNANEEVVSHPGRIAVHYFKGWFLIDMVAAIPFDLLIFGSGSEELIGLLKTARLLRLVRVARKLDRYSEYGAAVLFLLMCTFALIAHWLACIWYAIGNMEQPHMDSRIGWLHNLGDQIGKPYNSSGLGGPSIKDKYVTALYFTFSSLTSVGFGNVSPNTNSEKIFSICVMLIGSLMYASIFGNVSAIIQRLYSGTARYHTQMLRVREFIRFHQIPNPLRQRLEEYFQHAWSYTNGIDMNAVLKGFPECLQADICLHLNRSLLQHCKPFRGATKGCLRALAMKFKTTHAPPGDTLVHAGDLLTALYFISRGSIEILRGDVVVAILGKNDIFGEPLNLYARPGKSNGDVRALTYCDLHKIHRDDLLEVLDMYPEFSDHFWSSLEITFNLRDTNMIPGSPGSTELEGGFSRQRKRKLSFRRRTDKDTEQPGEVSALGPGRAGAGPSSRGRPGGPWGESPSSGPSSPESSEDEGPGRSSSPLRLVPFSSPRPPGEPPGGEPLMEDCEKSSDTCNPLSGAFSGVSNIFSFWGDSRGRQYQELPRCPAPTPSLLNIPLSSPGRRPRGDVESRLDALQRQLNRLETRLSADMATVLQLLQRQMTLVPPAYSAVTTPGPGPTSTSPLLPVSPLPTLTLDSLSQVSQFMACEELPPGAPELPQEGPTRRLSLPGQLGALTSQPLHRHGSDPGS
TRPC4 PAM – allosteric potentiators of mouse TRPC4 channel | HEK293 TRPC4beta/mu-opioid, DAMGO EC20, Fluo-4 Ca2+ flux; hits give high values | Q9QUQ5 | actives 0.42% (n = 310,000) | B-score at 10 µM;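 active = B-score of calcium response area above 5 SD of library B-scores, with initial fluorescence ratio within 5 SD of library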;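 also: B-score of integrated fluorescence ratio over time as area under calcium response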
PolyA inh – yeast polyadenylation inhibition; S. cerevisiae SKY197-pL101 polyadenylation reporter, beta-gal luminescence; efflux-impaired pdr1/pdr3 knockout yeast; score 100 = 6 SD above DMSO; calls only at 12 µM; actives 0.02% (n = 300,000); AID 1875;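 active = lowest replicate activity score at least 50, where 100 means six control SD above control mean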;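 also: yeast exposed to compound for 9 h at 30 °C; higher score means more reporter readthrough which indicates perturbed polyadenylation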
TRPC4 inh – blocks the mouse TRPC4 cation channel. HEK293 TRPC4beta/mu-opioid, DAMGO-evoked Fluo4 calcium flux; hits give low values. actives 0.39% (n = 300,000). B-score at 10 µM. Q9QUQ5;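 active = B-score over 3 SD under the library average, no early fluorescence shift, positive overall ratio signal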
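Assay system: Stable TRPC4beta/mu-opioid receptor HEK293 cells | Reagent: DAMGO in two steps, submaximal then maximal | Compound dosing: Single concentration per test compound | Signal: Fluo4 Ca2+ flux fluorescence | Evaluation: Per-well B score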
KCNK9 block – inhibitors of human KCNK9 two-pore domain potassium channel | Q9NPC2 | HEK293 KCNK9, FluxOR thallium flux fluorescence; hits give low values | B-score at 10 µM | actives 1.2% (n = 310,000) | AID 488922;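 active = ratio B-score over 3 SD below the library mean, with starting fluorescence within 5 SD of its mean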;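 also: negative B-score means less thallium flux so channel inhibition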
Platelet DG rel – modulates dense granule release in human platelets | human platelet-rich plasma, SFLLRN dense granule ATP release, luminescence | inhibition, %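 (compounds screened at 7.5 µM in platelet-rich plasma)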 | actives 0.22% (n = 300,000);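 active = mean replicate score, as percent of positive control, at or above 50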
KCNQ1 inh – inhibitors of human KCNQ1 potassium channel; P51787; CHO-K1 KCNQ1, FluxOR thallium flux fluorescence; hits give high values; B-score at 10 µM; actives 1.3% (n = 310,000);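 active = compounds whose thallium flux B-score, printed positive for inhibition, exceeds three library SD while starting fluorescence stays within three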;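 also: channel opened by potassium depolarization with thallium stimulus after 20 min compound exposure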
KCNK3 inh – human KCNK3 channel inhibition, primary screen | O14649 | CHO-KCNK3 thallium flux, FluxOR fluorescence; hits give low values | B-score at 10 µM | actives 0.84% (n = 340,000) | AID 602410;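 active = B-score under library mean minus 4 SD, starting fluorescence ratio at most library mean plus 5 SD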;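 also: more negative B-score means stronger inhibition of thallium flux through KCNK3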
DYRK1A inh – blocks rat Dyrk1A kinase activity; actives 0.43% (n = 310,000); inhibition, % at 12.5 µM; Q63470; ADP-Glo luminescence, NFATc1 peptide; in the data active = inhibition above about 50%;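 also: plate controls were vehicle with enzyme for no effect and no enzyme for full effect; many of its hits are not listed in these tables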
* marks the source's active call; other numbers are inactive results; i = inactive; · = not tested or not shown.

SMILES	KCNQ1 act	TRPC4 act	hERG protect	TRPC4 PAM	PolyA inh	TRPC4 inh	KCNK9 block	Platelet DG rel	KCNQ1 inh	KCNK3 inh	DYRK1A inh
CC(C)C[C@@H](CN(N=O)[C@@H](Cc1ccccc1)CN(C)N=O)N(CCc1ccccc1)N=O	i	i	-3	i	i	i	i	2	i	i	7
COc1ccc(C2=NS(=O)(=O)N(C)C(C(=O)N3CCCCC3)=C2)cc1	i	i	-3	i	i	i	i	-2	i	i	-1
CCN(CCCNC(=O)CCn1c(=O)[nH]c2ccsc2c1=O)c1ccccc1	i	i	-18	i	i	i	i	-3	i	i	-6
CCCCOc1ccc(N(CC(=O)NCc2ccco2)C(=O)CCC(=O)Nc2nccs2)cc1	i	i	-3	i	i	i	i	-22	i	i	7
Cc1ccc(S(=O)(=O)N(C)c2ccc(C(=O)NCc3cccnc3)cc2)cc1	i	i	-5	i	i	i	i	-1	i	i	-5
CSc1nc(N)nc(SCC(=O)c2ccc(C)cc2)c1C#N	i	i	-11	i	i	i	i	2	i	i	0
CC(Oc1cccc2c1OC(C)(C)C2)C(=O)O (centres undefined)	i	i	-3	i	i	i	i	4	i	i	-6
Nc1nc(NCCO)nc(N2CCCCCC2)c1[N+](=O)[O-]	i	i	-6	i	i	i	i	-2	i	i	14
Cc1cc(N2CCN(C)CC2)nc2ccc(NC(=S)NCCCN3CCN(C)CC3)cc12	i	i	-5	i	i	i	i	1	i	i	6
NC(=O)CC(NC(=O)Cc1ccc(Br)cc1)c1ccc(NCCN2CCOCC2)c([N+](=O)[O-])c1 (centres undefined)	i	i	-5	i	i	i	i	-4	i	i	-5
C/C(=N\Nc1ccc(F)cc1)c1ccncc1	i	i	-5	i	i	i	i	4	i	i	3
CSc1ccccc1NC(=O)COC(=O)CSc1ccc(C)cc1	i	i	-6	i	i	i	i	-2	i	i	-1
CC(C)Cn1c(O)c(N=NC(=O)c2cccc(S(=O)(=O)N3CCCCC3)c2)c2ccccc21	i	i	-10	17*	i	i	-7.9*	-26	i	i	1
CCOc1ccccc1CN1CCN(Cc2cc3ccccc3[nH]2)CC1CCO (centres undefined)	i	i	-6	i	i	i	i	0	i	i	-1
N#CC1=C(N)N(c2ccccc2)C(c2ccccc2)C1(C#N)C#N (centres undefined)	i	i	0	i	i	i	i	1	i	i	12
CCCNC(=O)NC1CCCCCCC1	i	i	-3	i	i	i	i	1	i	i	-5
CCOC(=O)c1cnn(-c2ccccn2)c1N	i	i	-13	i	i	i	i	2	i	i	5
CCc1nc2ccccc2c(C(=O)OCC(=O)Nc2cccc(S(=O)(=O)NC3=NCCCCC3)c2)c1C	i	i	-12	i	i	i	i	4	i	i	12
CCc1ccc(N/C(N)=N/c2nc(CSc3ccccn3)cc(=O)[nH]2)cc1	i	i	-9	i	·	i	i	1	i	i	-2
Cc1nc(-c2ccccc2)sc1C(=O)Nc1ccc(S(N)(=O)=O)cc1	i	i	-2	i	i	i	i	-3	i	i	·
COc1ccc(NC(=O)OC(C)C)cc1	i	i	0	i	i	i	i	37	i	i	5
CCN(CC)CC(O)Cn1c(-c2ccccc2Cl)nc2ccccc21 (centres undefined)	i	i	-6	i	i	i	i	1	i	i	·
Cc1ccc(S(=O)(=O)N2CCCCC2C(=O)Nc2nncs2)cc1 (centres undefined)	i	i	-9	i	i	i	i	7	i	i	7
Cc1cc(N/C=C/C(=O)c2cccc3ccccc23)no1	i	i	-1	i	i	i	i	-3	i	i	-1
Cc1ccc(S(=O)(=O)N[C@H](C(=O)N2CCC(C(=O)N[C@@H](CCC(N)=O)C(=O)O)CC2)C(C)C)cc1	i	i	-6	i	i	i	i	-2	i	i	2
COCC(=O)Nc1cc([N+](=O)[O-])ccc1C	i	i	-8	i	i	i	i	4	i	i	-2
COc1ccc(S(=O)(=O)N2CCN(C(=O)NCc3ccccc3)CC2)cc1	i	i	-12	i	i	i	i	-22	i	i	-12
COc1ccc(NC(=O)COC(=O)CCOc2ccccc2C)cc1Cl	i	i	-8	i	i	i	i	-2	i	i	13
COc1c(N2CCN[C@H](C)C2)c(F)cc2c(=O)c(C(=O)O)cn(C3CC3)c12	i	i	-6	i	i	i	i	-1	i	·	·
CN(CC(=O)NCc1ccc(F)cc1)Cc1cccc(Cl)c1	i	i	-8	i	i	i	i	-21	i	i	2
O=[N+]([O-])c1ccc(O)c(C=Nc2ccc3c(c2)OCCO3)c1	i	i	-10	i	i	i	i	-9	i	i	2
Cc1ccc(OCC(=O)Nc2cccc(S(=O)(=O)N3CCCCCC3)c2)c([N+](=O)[O-])n1	i	i	-7	i	i	i	i	0	i	i	-4
CCCCCCCCCC(=O)N[C@H](CN1CCOCC1)[C@H](O)c1ccccc1	i	i	-5	i	i	i	i	-2	i	i	2
C=CCNC(=O)c1sc(SC)cc1-c1ccc(Cl)cc1	i	i	-3	i	·	i	i	-4	i	i	-1
CCOC(=O)/C(C#N)=C/c1ccc(OC(=O)c2ccccn2)cc1	i	i	-11	i	i	i	i	-20	i	i	40
C=C(C)C(=O)OC1(C(F)(F)F)Oc2cc(C)ccc2NC1=O (centres undefined)	i	i	-16	i	i	i	i	-1	i	i	-4
CCOc1ccc(C(=O)N2CCSC2=S)cc1	i	i	-9	i	i	i	i	-6	i	i	·
CCOc1ccc(CNc2ccc3c(c2)ncn3C)cc1	i	i	-2	i	i	i	i	-4	i	i	1
Cn1cc([N+](=O)[O-])c(C(=O)Nc2ccc3c(c2)OCCO3)n1	i	i	4	i	i	i	i	32	i	i	-2
Cc1cccc(NC(=O)CCNC(=O)c2ccc(Br)cc2)c1C	i	i	-7	i	i	i	i	1	i	i	·
CNC(=O)NC(=S)NC(=O)c1cccc(Cl)c1	i	i	-7	i	i	i	i	-1	i	i	7
COc1cc2c(C(=O)N3CCN(C4CCCCC4)CC3)cn(CC(C)C)c(=O)c2cc1OC	i	i	-3	i	i	i	i	8	i	·	·
Cc1cc(C)nc(SCCC(=O)N(C)C)n1	i	i	-14	i	i	i	i	0	i	i	-5
Cc1n[nH]c(C)c1CCCCOc1ccccc1[N+](=O)[O-]	i	i	-13	i	i	i	i	-8	i	i	6
O=C(CNC(=O)c1ccco1)NCC(=O)OC(C(=O)c1ccccc1)c1ccc(Cl)cc1 (centres undefined)	i	i	-14	i	i	i	i	-2	i	i	1
O=C(O)C1C2C=CC(C2)C1C(=O)Nc1cccc(F)c1 (centres undefined)	i	i	-11	i	i	i	i	-1	i	i	-11
COc1ccc(C(=O)Cn2c(Br)nc3c2c(=O)n(C)c(=O)n3C)cc1OC	i	i	-1	i	i	i	i	0	i	i	-4
COc1ccc(/C=C2/SC(=S)N(NS(=O)(=O)c3ccc(C)cc3)C2=O)cc1	12*	i	-10	i	i	i	i	4	i	i	7
Nc1nsnc1C(=O)NCCO	i	i	-8	i	i	i	i	3	i	i	0
O=C(NCc1ccccc1)C(c1ccc(O)cc1)N(C(=O)Cn1nnc(-c2cccs2)n1)c1ccc2c(c1)OCCO2 (centres undefined)	i	i	-2	i	i	i	i	-3	i	i	-1
Carrying on.
SMILES	KCNQ1 act	TRPC4 act	hERG protect	TRPC4 PAM	PolyA inh	TRPC4 inh	KCNK9 block	Platelet DG rel	KCNQ1 inh	KCNK3 inh	DYRK1A inh
O=C(COc1ccccc1)NCC(c1ccco1)N1CCN(c2ccccc2)CC1 (centres undefined)	i	i	-12	i	i	i	i	4	i	i	1
O=C(COC(=O)C1CCN(S(=O)(=O)c2ccccc2C(F)(F)F)CC1)NCc1ccc(F)cc1	i	i	-10	i	i	i	i	2	i	i	-1
COc1ccc(N2CCN(C(=O)c3cc(-c4ccc(F)cc4)[nH]c3C)CC2)cc1	i	i	-12	i	i	i	i	-2	i	i	6
Nc1ccccc1-c1nc2ccccc2[nH]1	i	i	-12	i	i	i	i	4	i	i	6
O=C(NC(=S)Nc1ccccc1Br)c1ccc2c(c1)OCO2	i	i	-6	i	i	i	i	1	i	i	·
Cc1ccc(Cl)cc1N1CCN(C(=O)C2CCN(S(=O)(=O)c3c(C)nn(C)c3C)CC2)CC1	i	i	-11	i	i	i	i	0	i	i	-5
CCC1(c2ccccc2)NC(=O)N(CC(=O)NNC(=O)c2ccoc2C)C1=O (centres undefined)	i	i	-19	i	i	i	i	·	i	i	-4
CC(C)C[C@H](NC(=O)c1[nH]cnc1C(=O)N[C@@H](C)C(=O)OC(C)(C)C)C(=O)OCc1ccccc1	i	i	-6	i	i	i	i	4	i	i	-3
CCNC(=S)NCCN1CCCCC1	i	i	-4	i	i	i	i	-162	i	i	-3
CCOc1cc(C(=S)N2CCOCC2)ccc1OS(=O)(=O)c1ccccc1	i	i	-13	i	i	i	i	-12	i	i	13
O=C(Nc1ccn(-c2ccccc2)n1)c1ccc(S(=O)(=O)N2CCCCCC2)cc1	i	i	-6	i	i	i	i	5	i	i	3
O=C(NCCCNC(=O)c1cc(Cl)ccc1Cl)c1cnccn1	i	i	-3	i	i	i	i	-13	i	i	11
Cc1cc2nccc(-c3ccc(Cl)c([N+](=O)[O-])c3)n2n1	i	i	-17	i	i	i	i	-7	i	i	5
COc1cccc(CN2C(=O)[C@H]3Cc4c([nH]c5ccccc45)C(C)(C)N3C2=O)c1	i	i	-9	i	i	i	i	-5	i	i	4

Bioassay records (PubChem BioAssay)

These rows are one share of the data; the hit share may differ from the screen's.
